# Screening results deposited in PubChem BioAssay by several laboratories.
# PRMT1 FP inh – PRMT1 methyltransferase inhibitors, primary screen, biochemical, fluorescence polarization | Protein arginine N-methyltransferase 1 (Homo sapiens), Q99873 | recombinant PRMT1, activity-based probe fluorescence polarization | inhibition, % at 2.79 µM | actives 1.3% (n = 370,000) | AID 652257, 2013;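 active means inhibition above about 21% made by adding two undisclosed values, limit read from the data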
# Target sequence (Q99873 whole entry, looked up): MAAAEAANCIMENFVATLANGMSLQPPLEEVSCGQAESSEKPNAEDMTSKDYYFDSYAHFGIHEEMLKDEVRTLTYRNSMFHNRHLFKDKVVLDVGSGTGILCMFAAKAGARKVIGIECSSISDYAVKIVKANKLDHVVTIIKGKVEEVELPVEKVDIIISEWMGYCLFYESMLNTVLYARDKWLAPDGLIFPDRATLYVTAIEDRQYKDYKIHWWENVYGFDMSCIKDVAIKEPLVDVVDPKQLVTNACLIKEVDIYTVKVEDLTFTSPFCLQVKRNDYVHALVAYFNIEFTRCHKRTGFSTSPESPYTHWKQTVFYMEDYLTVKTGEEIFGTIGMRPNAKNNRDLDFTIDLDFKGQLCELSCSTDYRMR
# SIAE primary – human SIAE inhibitors, primary screen, biochemical, fluorescence polarization, FP-Rh probe, 1536-well HTS; Sialate O-acetylesterase (Homo sapiens), Q9HAT2; SIAE FP-Rh probe binding; inhibition, % at 9.66 µM; actives 0.69% (n = 370,000);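 active means inhibition above a cutoff: mean of compounds within the control limits plus 3 SD of those, cut at about 17% in these data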;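 further: 0% = plate median of compound wells and 100% = probe without SIAE protein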
# Target sequence (Q9HAT2 whole entry, looked up): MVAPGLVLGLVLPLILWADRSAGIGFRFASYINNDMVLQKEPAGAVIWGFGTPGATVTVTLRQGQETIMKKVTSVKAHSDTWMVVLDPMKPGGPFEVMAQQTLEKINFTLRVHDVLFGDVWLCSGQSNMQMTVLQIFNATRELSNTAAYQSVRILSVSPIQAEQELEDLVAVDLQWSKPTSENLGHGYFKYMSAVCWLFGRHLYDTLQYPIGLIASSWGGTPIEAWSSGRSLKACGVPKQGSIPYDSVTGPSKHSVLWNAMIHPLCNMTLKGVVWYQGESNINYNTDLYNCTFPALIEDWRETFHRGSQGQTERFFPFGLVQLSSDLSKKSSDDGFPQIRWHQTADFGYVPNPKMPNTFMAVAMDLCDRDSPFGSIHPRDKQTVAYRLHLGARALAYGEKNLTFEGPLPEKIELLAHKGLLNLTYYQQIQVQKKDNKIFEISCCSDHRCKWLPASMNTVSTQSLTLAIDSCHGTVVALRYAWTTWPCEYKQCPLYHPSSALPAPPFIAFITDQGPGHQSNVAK
# MBD2 DNA inh – inhibitors of MBD2 binding to methylated DNA, primary screen, biochemical, TR-FRET, DNA-binding domain, human. MBD2 binding to methylated oligonucleotide. inhibition, % at 4.4 µM. actives 0.31% (n = 370,000). AID 686964, 2013; in the data active means inhibition above about 13%
# HTRA1 inh – HTRA1 serine protease inhibitors, primary screen, biochemical, fluorescence polarization, HTS; AID 504803, 2011; recombinant HTRA1, FP-rhodamine activity-based probe; inhibition, % at 5.96 µM; Q92743; actives 0.5% (n = 340,000); in the data active means inhibition above about 36%;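 further: 0% = enzyme with DMSO and 100% = wells lacking enzyme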
# TCR CD3 inh – inhibitors of human TCR-CD3 interaction, primary screen, biochemical, fluorescence, TAMRA-labeled TCR probe; inhibition, % at 9.4 µM; actives 0.37% (n = 360,000); AID 651800, 2012; in the data active means inhibition above about 19%;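 further: recombinant mutant TCR 2C K166C tagged with TAMRA read by polarization; 0% = receptor in buffer alone and 100% = receptor with positive control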
# ABHD4 inh – ABHD4 inhibitors, primary screen, biochemical, fluorescence polarization, mouse; inhibition, % at 8.92 µM; actives 0.54% (n = 370,000); purified mABHD4, FP-Rh probe fluorescence polarization;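 active means inhibition exceeding the mean over every tested compound plus 3 SD, cut at about 30% in these data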;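 further: 0% = plate median of compound wells and 100% = S159A mutant with DMSO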
#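 Assay system: Wild-type mouse ABHD4 protein | Medium: HEPES pH 7.0 buffer, 150 mM NaCl, 0.01% Pluronic F-127 | Incubation: Enzyme–compound pre-incubation 45 min, then probe 60 min, both 25 °C | Technique: Fluorescence polarization with parallel and perpendicular emission, 525/598 nm | Evaluation: % inhibition of FP-Rh probe binding versus controls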
# rCAG binder – binders of r(CAG) RNA repeats, primary screen, biochemical, fluorescence; r(CAG) RNA repeat, TO-PRO-1 dye displacement fluorescence; inhibition, % at 3 µM; actives 1.3% (n = 370,000);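 active means inhibition above the plate cutoff, the mean of all test compounds on that plate plus 3 SD, cut at about 35% in these data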;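 further: 0% = DMSO alone and 100% = 100 µM mitoxantrone as full dye displacement; higher means more dye released from RNA so lower well fluorescence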
# LEDGF integ inh – blockers of LEDGF/p75-dependent integrase strand transfer – biochemical, TR-FRET, high throughput, primary screen; HIV-1 integrase (with human LEDGF/p75); TR-FRET IN-LEDGF/p75 DNA integration, Eu/Cy5; inhibition, % at 3.7 µM; actives 0.64% (n = 370,000);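 active means inhibition above the screen-wide mean plus 3 SD, cut at about 13% in these data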;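 further: signal is the Cy5 over europium emission ratio at 671 and 618 nm; 0% = plate median of compound wells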
# TDP2 absorb – human TDP2 enzyme inhibitors, primary screen, biochemical, epi absorbance, recombinant enzyme. Tyrosyl-DNA phosphodiesterase 2 (Homo sapiens), O95551. T5PNP hydrolysis, p-nitrophenol absorbance 415 nm. inhibition, % at 12.8 µM. actives 0.34% (n = 370,000). AID 720702, 2013;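 active means inhibition above the mean of all tested compounds plus 3 SD, set per campaign, cut at about 25% in these data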;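 further: 0% = DMSO with enzyme and 100% = buffer with substrate but no TDP2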
#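 Test system: Human TDP2 enzyme | Reagent: 5 mM T5PNP | Compound dosing: 12.8 µM single point, 1% DMSO | Incubation: Enzyme reaction with compound for 2 h at 37 °C | Technique: p-Nitrophenol epi absorbance | Read-out: % inhibition relative to enzyme-containing and enzyme-free wells | Benchmarks: High control without enzyme, low control DMSO plus TDP2 | Replicates: Singlicate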
# GC-B act – human GC-B receptor activators, primary screen, HEK293 GC-B cells, cGMP TR-FRET, EC30 CNP; Atrial natriuretic peptide receptor 2 (Homo sapiens), P20594; 0% at EC30 CNP, 100% saturating CNP; activation, % at 10 µM; actives 0.11% (n = 370,000); AID 1920062, 2024;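 active means activation at 10 µM reaching about 35% in either raw or pattern-adjusted values, limit read from the data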
# * = called active by the depositor; · = not tested or not shown. These rows are one share of the data. The share of hits here may be higher or lower than overall.
SMILES,PRMT1 FP inh,SIAE primary,MBD2 DNA inh,HTRA1 inh,TCR CD3 inh,ABHD4 inh,rCAG binder,LEDGF integ inh,TDP2 absorb,GC-B act
CC(=O)Nc1ccc(S(=O)(=O)N2CCCc3ccccc32)cc1,5,-6,2,-6,0,-5,1,-2,7,4
COc1cc2c(cc1OC)-c1c(OC)c(OC)cc3ccnc(c13)C2=O,4,0,33*,1,-1,9,14,-2,6,-14
O=C(/C=C\c1ccco1)Nc1ccc(N2CCN(C(=O)c3ccccc3)CC2)cc1,2,1,0,5,-2,0,5,-2,-10,3
Cc1ccc2[nH]c(=O)c(CN(Cc3ccccc3)Cc3nnnn3C3CCCC3)cc2c1,19,-2,0,-16,-5,-1,5,1,16,-4
C/C(=N\NC(=O)c1ccccc1)c1cc2cc([N+](=O)[O-])ccc2oc1=O,-2,9,0,7,8,3,50*,1,-3,0
COc1ccc([N+](=O)[O-])cc1NC(=O)CSc1nc(C)cc(C)n1,54*,8,8,-5,-5,-10,12,-4,-9,7
COC(=O)c1cc(-c2ccccc2)c(=O)n2c1CCC2,-5,-2,2,·,·,0,0,-1,8,1
CC1=NN(c2ccc(F)cc2)C(=O)C1C(c1cccc(O)c1)c1c(C)[nH]n(-c2ccc(F)cc2)c1=O (centres undefined),1,8,19*,24,3,-1,31,39*,89*,1
CC(C)c1ccc(Nc2ncccc2C(=O)O)cc1,2,12,0,-3,4,-3,10,-3,-4,0
Clc1ccc(-c2nnc(COc3ncnc4ccccc34)o2)cc1,3,-1,-1,2,1,3,-2,4,-7,0
O=C(O)c1ccccc1CSc1nnnn1-c1ccccc1,-2,1,-6,0,-7,2,1,5,-6,-1
CCc1ccc(C(=O)C(C)OC(=O)c2nn(C)c(=O)c3ccccc23)cc1 (centres undefined),-3,3,-3,-8,7,-3,-5,5,10,-3
COc1cc2c(cc1O)[C@@H]1Cc3cc(O)c(OC)cc3[C@H](C2)N1C,1,2,-1,-6,4,-2,0,-2,-1,-2
COc1ccc(C(=O)CSc2ccc(-c3ccccc3)nn2)cc1,1,-2,1,-17,4,-13,-2,5,-1,3
CC(OC(=O)c1nn(C)c(=O)c2ccccc12)C(=O)NC1CCCCC1C (centres undefined),3,5,-1,-5,0,4,-2,-4,-5,3

# Rewritten field by field: two of the compounds above.
CCc1ccc(C(=O)C(C)OC(=O)c2nn(C)c(=O)c3ccccc23)cc1 (centres undefined)
  PRMT1 FP inh: -3; SIAE primary: 3; MBD2 DNA inh: -3; HTRA1 inh: -8; TCR CD3 inh: 7; ABHD4 inh: -3; rCAG binder: -5; LEDGF integ inh: 5; TDP2 absorb: 10; GC-B act: -3

COc1ccc([N+](=O)[O-])cc1NC(=O)CSc1nc(C)cc(C)n1
  PRMT1 FP inh: 54*; SIAE primary: 8; MBD2 DNA inh: 8; HTRA1 inh: -5; TCR CD3 inh: -5; ABHD4 inh: -10; rCAG binder: 12; LEDGF integ inh: -4; TDP2 absorb: -9; GC-B act: 7

# Next records:
SMILES,PRMT1 FP inh,SIAE primary,MBD2 DNA inh,HTRA1 inh,TCR CD3 inh,ABHD4 inh,rCAG binder,LEDGF integ inh,TDP2 absorb,GC-B act
Fc1ccc(-c2nc3ccc(Cl)cn3c2Cc2ccccc2)cc1,1,-2,3,-64,7,-11,8,1,3,17
COc1ccc(/C=C/C(=O)NCC2COc3ccccc3O2)c(OC)c1 (centres undefined),-3,-3,-3,-16,3,-11,1,3,-13,-1
CC(C)(C)NC(=O)C[C@H]1C[C@H](C(=O)N2CCCCC2)[C@@]2(C)c3[nH]c4ccc(Cl)cc4c3CCN2C1=O,-2,7,0,3,-3,3,2,-1,0,3
CN(CCC#N)C(=O)COC(=O)[C@H](Cc1ccccc1)N1C(=O)c2ccccc2C1=O,1,-4,-4,4,0,1,-6,3,-1,-1
COc1ccc(NC(=O)c2ccc3c(c2)OCO3)cc1,-1,4,2,4,12,-3,0,-2,-1,-1
CCOc1ccc(NC(=O)CN(C)C(=O)c2cc([N+](=O)[O-])ccc2N2CCOCC2)cc1OCC,2,6,-2,-5,0,0,-3,-2,2,2
O=C(CNC(=O)c1cccs1)c1ccc(Cl)cc1,-2,-2,1,4,5,-2,2,-1,-6,-5
COc1ccc(OC)c(NC(=O)CCN2CCN(c3ccccc3OC)CC2)c1,-1,-3,1,7,-9,4,-7,-4,-5,1
CC(=O)NC1CCC(OC(=O)Nc2ccccc2)CC1 (centres undefined),-3,-10,-4,-3,9,-2,2,0,-9,4
CCN(CC(=O)NCc1cccs1)C(=O)/C=C/c1cccc(Cl)c1Cl,-1,3,-1,-5,-7,-12,0,-2,-8,-1
O=C(NCCC1=CCCCC1)N[C@@H](Cc1ccccc1)C(=O)O,-2,-1,0,0,4,-3,1,-3,-9,-13
COc1cccc(NC(=O)CN(C)C(=O)C(Sc2ccccc2)c2ccccc2)c1 (centres undefined),1,-2,0,-22,1,-12,1,5,4,3
Cc1cc2oc(=O)cc(CN3CCCCC3C)c2cc1C (centres undefined),1,5,-3,-20,8,-1,15,4,3,-2
C=C1C(=O)OC2C1CCC(C)=C1C(=O)C3OC3(C)C12 (centres undefined),0,-7,3,-6,8,0,-1,-3,-10,1
COc1ccccc1-n1nnnc1SCC(=O)NC1CCCC1,-1,5,-3,6,-1,-5,-2,-4,11,6
CCOc1ccc(NC(=O)CCSc2nc3c(c(CC)c2C#N)C(=O)CC(C)(C)C3)cc1,-1,-13,0,-4,0,0,0,1,6,-10
Cc1ccc(CN2CCC(c3nc4ccc(Cl)cc4[nH]3)CC2)cc1,-3,-2,0,-15,-6,-3,1,-1,-2,-4
COc1ccc(N=Cc2ccc(CNS(=O)(=O)c3ccc(Cl)cc3)o2)cc1,2,4,-6,-5,3,5,-1,-1,-5,-12
COCC(C)n1c(SCC(=O)Nc2nccs2)nc2ccccc2c1=O (centres undefined),0,-9,2,2,9,5,3,0,-3,2
COC(=O)c1ccc(COc2ccc3c(c2)CCC3)o1,-3,-3,3,-8,9,-2,-3,-1,9,-1
CSCC[C@H](N)C(=O)NC[C@H]1CC[C@H](C(=O)N[C@@H](Cc2ccccc2)C(=O)O)CC1,0,1,-2,1,-1,1,0,2,-8,-4
C#CCOCCOCCOCCNc1nc(N2CCOCC2)nc(N2CCN(C(=O)Cn3cc(CCCN=C(N)N)nn3)CC2)n1,0,8,-5,-4,5,1,-4,-1,-4,8
Cc1[nH]n(-c2cccc3ccccc23)c(=O)c1C=Nc1ccc2[nH]c(=O)[nH]c2c1,2,5,-7,17,4,13,8,-8,-4,-5
Cc1cccc(-c2noc(-c3ccc4c(c3)OCO4)n2)c1,8,-1,5,-9,4,7,0,-1,5,-3
Cc1ccnc(NC2OC(=O)c3ccccc32)c1 (centres undefined),-1,5,0,6,8,-1,1,1,3,3
CCCN(CC1CC1)c1nc(N)c2c(N)nc(OC)cc2c1C#N,-1,1,-3,6,8,3,8,-4,3,11
Cc1cc(C=C2C(=O)c3ccccc3C2=O)c(C)n1-c1ccccc1,11,-11,-3,-4,-4,-4,10,3,-4,-3
CCCCn1c2ccc(F)cc2c2nnc(NN)nc21,3,-4,-6,-18,5,12,8,-2,13,1
O=C1Nc2ccccc2C1=Nc1ccc(Br)cc1,-3,0,1,3,4,-2,-4,-1,1,-3
COc1ccc(C)c2sc(NC(=O)C3=COCCO3)nc12,3,-6,4,4,-9,2,1,-1,2,-4
CCOc1ccccc1CNC(=O)CCC(=O)N1Cc2ccccc2Oc2ncccc21,-3,6,-3,-8,12,0,-6,-1,19,9
CCC1Oc2ccc(C)cc2N(CC(=O)NCCN2CCOCC2)C1=O (centres undefined),0,-11,2,-3,7,-1,0,1,9,-1
CCOc1ccc(N2C(=O)C(Cl)=C(Nc3ccccc3O)C2=O)cc1,22*,2,-4,-6,-2,34*,14,-1,0,3
C/C(=N\n1cnnc1)c1ccccc1,5,-2,1,2,-5,-2,-6,-7,-3,-1
Cc1cc(C)n2nc(N)c(N=Nc3ccc(Cl)cc3)c2n1,2,-1,-7,3,-1,0,7,2,-5,-4
Cc1ccc(C)c(NC(=O)CSc2nc3c(c(=O)n2C)SC(C)C3)c1 (centres undefined),9,2,2,-1,-11,1,7,-4,-12,2
O=C(Nc1ccc(F)c(Cl)c1)c1cc(C2CCCCN2C(=O)CCCc2ccccc2)on1 (centres undefined),2,-23,3,·,2,-19,5,-2,7,1
COc1ccnc(NCc2cccnc2)c1C#N,3,-1,0,12,-5,6,-4,-3,1,5
CCCCCCOC(=O)NCC(O)c1ccccc1 (centres undefined),4,3,-3,1,1,-1,-7,4,1,-2
Cc1ccc(S(=O)(=O)Nc2ccc(NC(=O)/C=C/C(=O)O)cc2)cc1,-1,5,-1,0,1,7,-1,1,-3,10
COc1ccc(Br)cc1/C=N/NC(=O)c1ccc2nc[nH]c2c1,0,-5,-5,-16,7,-12,5,0,2,1
COc1ccc(C(=O)Nc2nnc(Cc3ccc(OC)c(OC)c3)s2)c(OC)c1,7,-12,6,-14,-3,6,-3,0,-3,-1
CC(=O)OCC1=C(C(=O)O)N2C(=O)[C@@H](NC(=O)Cc3ccccc3)[C@H]2SC1,27*,-4,-5,6,5,4,8,0,-6,-1
O=C(c1cccnc1)N1CCN(Cc2ccccc2Br)CC1,-1,3,10,3,-2,10,-1,3,7,2
O=C(Nc1ccc([N+](=O)[O-])cn1)C1CC2CCC1C2 (centres undefined),0,-3,-1,4,2,-2,1,0,1,-1
O=C1SCCC1NS(=O)(=O)c1ccc([N+](=O)[O-])cc1 (centres undefined),3,2,2,0,-12,2,10,-2,-9,-9
OC(CCN1CCCCC1)(c1ccccc1)c1ccccc1,2,5,1,0,-12,0,-1,-1,3,-10
CC(=O)c1ccc(S(=O)(=O)N(C)CC(=O)Nc2ccc(C)cc2)cc1,5,1,2,2,-9,2,1,-3,-2,-3
Cc1ccc(NC(=S)NCC(C)CSc2ccc(Cl)cc2)cc1 (centres undefined),-3,5,0,-10,-2,-8,-2,-6,-4,8
COCc1cc(C)nc(N2CCN(c3ccccc3)CC2)c1C#N,1,2,-4,0,8,-5,-7,0,-5,-1
CCCn1c(-c2ccc(F)cc2)n[nH]c1=S,3,-1,-1,3,-4,4,-2,2,3,3
COc1ccc(OC)c(/C=N/NC(=O)c2ccc3nc[nH]c3c2)c1,1,-8,-3,-14,0,-4,6,0,1,-3
O=C(COC(=O)c1ccccc1O)Nc1cc([N+](=O)[O-])ccc1Cl,2,0,-4,0,-6,-1,0,-2,3,-14
